Screening results as filed in PubChem.
DAGLB inhibitor: diacylglycerol lipase beta (human) inhibition | Q8NCG7 | HEK293T DAGLB membrane lysate, EnzChek fluorogenic substrate | inhibition, % at 5.17 µM | 0.059% of 340,000 active | AID 504411; in the data active = inhibition above about 34%;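 also: 0% = enzyme with vehicle and 100% = wells lacking enzyme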
SR-BI uptake up: activators of SR-BI mediated HDL lipid uptake. CHO ldlA[mSR-BI] cells, DiI-HDL uptake fluorescence, 3 h; 100 = double the neutral-control signal. activation, % at 12.5 µM. 0.096% of 320,000 active. AID 504775;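 active = mean replicate activation of at least 60% and every replicate at or above 60%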;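 also: 0% = median plate neutral-control signal and 100% = twice that signal; values of inactives mirror those of a sister screen read the other way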
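Test system: SR-BI-overexpressing, LDLR-lacking CHO cells; Also added: labelled HDL, 10 µg/mL; Measured by: bottom-read cell fluorescence after medium removal, ex 550/em 595 nm; Timing: 3 h uptake period with compound, 37 °C; Buffer or medium: F12, 0.5% BSA, 25 mM HEPES; Doses: single compound concentration, delivered by pin transfer.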
CAL PDZ FP-1: inhibitors of human CAL PDZ peptide binding. purified CAL PDZ, TMR-peptide fluorescence polarization, 1 h. inhibition, % at 24.9 µM. 0.92% of 300,000 active. AID 602252;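 active = mean inhibition of at least 30% with at least half of replicates also reaching 30%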;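 also: 0% = DMSO neutral control and 100% = excess unlabeled competitor peptide PRC23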
RTF Ca sens act: increases calcium sensitivity of human cardiac regulated thin filaments; AID 493008; IANBD-labeled TnC RTF fluorescence at EC20 calcium; 0% EC20 calcium, 100% full calcium; activation, % at 7.2 µM; 0.24% of 340,000 active;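 active = activation above the mean over all tested compounds plus 3 SD, cut at about 30% in these data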;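 also: rise in fluorescence read as greater calcium sensitivity of cardiac thin filaments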
Keap1-Nrf2 PPI: disrupts human Keap1 binding to Nrf2 peptide; Q14145; Keap1 Kelch-Nrf2 peptide fluorescence polarization, 1536-well; inhibition, % at 9.4 µM; 0.15% of 340,000 active; AID 504523; in the data active = inhibition above about 12%;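 also: human Keap1 Kelch domain with fluorescein labeled Nrf2 9mer peptide probe; 0% = neutral control wells and 100% = peptide positive control; higher means more block of Keap1 binding to Nrf2 peptide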
Target sequence (Q14145 whole entry, looked up, the tested form may be a part): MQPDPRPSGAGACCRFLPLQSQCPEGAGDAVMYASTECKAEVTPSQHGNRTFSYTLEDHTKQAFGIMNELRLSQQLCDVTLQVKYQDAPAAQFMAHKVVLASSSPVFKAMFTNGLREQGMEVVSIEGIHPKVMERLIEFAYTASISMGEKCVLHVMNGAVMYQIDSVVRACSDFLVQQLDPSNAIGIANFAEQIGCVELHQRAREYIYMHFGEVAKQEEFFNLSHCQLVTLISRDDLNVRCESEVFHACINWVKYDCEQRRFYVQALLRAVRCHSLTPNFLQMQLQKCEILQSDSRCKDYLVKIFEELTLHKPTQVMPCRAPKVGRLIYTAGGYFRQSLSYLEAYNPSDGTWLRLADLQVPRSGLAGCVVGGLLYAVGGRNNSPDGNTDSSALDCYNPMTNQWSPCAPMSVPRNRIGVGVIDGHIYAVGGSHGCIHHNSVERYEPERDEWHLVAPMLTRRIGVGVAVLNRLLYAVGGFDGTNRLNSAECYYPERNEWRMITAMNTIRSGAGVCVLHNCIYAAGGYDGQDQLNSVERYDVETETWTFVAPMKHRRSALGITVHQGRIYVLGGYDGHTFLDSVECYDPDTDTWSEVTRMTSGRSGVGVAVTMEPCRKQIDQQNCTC
PKA-R2B act: activators of human PKA-R2B complex; 0.079% of 340,000 active; activation, % at 11.4 µM; AID 504700; PKA-R2B holoenzyme dissociation, Cy5-IP20 fluorescence polarization; R2B truncated from residue 108, S112A mutant; 0% DMSO only, 100% 113 µM cGMP;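 active = activation above a cutoff set at the mean over all compounds plus 3 SD, cut at about 18% in these data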;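 also: higher means more holoenzyme dissociation and a rise in polarization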
LANA DNA inh: inhibitors of KSHV LANA C-terminal domain DNA binding; MBP-C-LANA/FAM-LBS DNA binding, fluorescence polarization; inhibition, % at 9 µM; 0.078% of 340,000 active;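 active = highest replicate inhibition at or above 60% at 9 µM, even if other replicates fall short; inactive = all replicates below 60% inhibition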;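 also: 0% = neutral control wells and 100% = 4 µM acridine orange control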
RTF Ca sens inh: cardiac RTF calcium desensitization. P19429+P45379. IANBD-labeled cardiac RTF, Ca2+ fluorescence. inhibition, % at 7.15 µM. 0.12% of 340,000 active. AID 493244;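 active = inhibition above the mean inhibition of all tested compounds plus 3 SD, cut at about 17% in these data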;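 also: assay run at fixed EC70 calcium of 1.6 mM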
Rtt109 Vps75: blocks Candida albicans Rtt109/Vps75 acetyltransferase activity | Q5AAJ8 | purified Rtt109/Vps75, ThioGlo CoA-SH fluorescence, 4 h | inhibition, % at 34.9 µM | 0.16% of 330,000 active;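 active = inhibition of at least 50% in every replicate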
Target sequence (Q5AAJ8 whole entry, looked up): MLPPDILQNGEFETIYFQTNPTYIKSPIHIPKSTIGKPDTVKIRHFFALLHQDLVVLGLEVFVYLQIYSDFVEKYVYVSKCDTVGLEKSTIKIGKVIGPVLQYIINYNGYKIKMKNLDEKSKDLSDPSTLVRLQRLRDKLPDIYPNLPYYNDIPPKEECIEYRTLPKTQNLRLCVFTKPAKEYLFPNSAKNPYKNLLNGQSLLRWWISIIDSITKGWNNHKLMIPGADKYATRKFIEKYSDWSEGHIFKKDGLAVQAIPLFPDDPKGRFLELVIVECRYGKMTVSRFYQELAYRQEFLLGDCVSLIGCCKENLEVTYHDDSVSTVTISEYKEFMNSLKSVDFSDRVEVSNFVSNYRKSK
CAL PDZ FP-2: blocks peptide binding to human CAL PDZ domain; Q9HD26; purified CAL PDZ, TMR-peptide fluorescence polarization, 1 h; inhibition, % at 20 µM; 0.02% of 330,000 active; AID 504414;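 active = highest replicate inhibition of at least 40%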;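 also: plate controls were DMSO neutral control wells for no effect and unlabeled competitor peptide control wells for full effect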
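System: purified tagged CAL PDZ domain construct (CerCALP). Schedule: 1 h incubation at room temperature before polarization reading. Medium: 25 mM sodium phosphate pH 7.4, 150 mM NaCl, TCEP, IgG, Thesit. Read-out: percent inhibition from loss of millipolarization. Measured by: FP readout, S and P plane fluorescence. Probe or stimulus: fluorescent TMR peptide probe.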
Active calls of the source: *; . = not tested or not shown.

SMILES	DAGLB inhibitor	SR-BI uptake up	CAL PDZ FP-1	RTF Ca sens act	Keap1-Nrf2 PPI	PKA-R2B act	LANA DNA inh	RTF Ca sens inh	Rtt109 Vps75	CAL PDZ FP-2
COCC1CCCCN1C(=O)C1CCN(c2nc(-c3ccccc3)nc3c2CCC3)CC1 (centres undefined)	1	-33	.	2	1	6	1.0	-11	7	-2.1
Cc1ccc(C)c(N2CCN(S(=O)(=O)c3ccc4c(c3)oc(=O)n4C)CC2)c1	-1	-1	-2	-3	-1	12	-0.5	-10	.	-2.1
CCOc1cc(S(=O)(=O)NCc2ccccc2)ccc1F	-4	-35	-3	1	1	-7	-1.2	-7	2	-0.2
Cc1ccc(-n2c(=O)cc(N3CCC(C)CC3)[nH]c2=O)cc1	1	3	.	-1	-2	0	-0.6	-4	0	-0.8
O=C(CCCOc1ccccc1)Nc1ncccn1	-1	14	-5	3	-4	-11	1.0	1	19	-2.3
CC(C)=CC(=O)OCC(=O)Nc1nc(C)c(Cl)cc1Cl	1	26	-1	-6	1	-11	5.8	-1	-6	-3.1
O=C(CNc1cccc(Cl)c1)c1ccc(Cl)cc1	-1	-20	3	0	-6	16	-2.1	6	-5	0.4
CC1CCCC(C)N1C(=O)COC(=O)c1n[nH]c(=O)c2ccccc12 (centres undefined)	2	7	-2	0	-4	-5	1.5	-4	6	0.6
OCCC1CN(C2CCSCC2)CCN1C1CCCC1 (centres undefined)	1	-31	-1	3	-1	0	-1.0	-4	-1	-3.4
Cc1ccc(OCCn2cc(/C=N/NC(=O)c3ccncc3)c3ccccc32)cc1	-1	-34	0	-7	-3	-13	-1.1	0	1	-2.0
CC(=O)c1ccc(NC(=O)CC23CC4CC(C2)CC(n2nnc(C)n2)(C4)C3)cc1	-1	.	-2	-2	-3	1	-0.2	-2	0	-5.2
Cc1ccc(NC(=O)CSc2nc3sc(C)cc3c(=O)n2C)cc1	0	.	.	1	2	7	0.7	-7	11	-0.1
COc1ccc(NC(=O)c2ccc(CN(c3cc(Cl)ccc3C)S(=O)(=O)c3ccccc3)cc2)cc1OC	-1	-54	.	-1	-1	4	0.2	-4	-1	-2.1
N#Cc1nnn(-c2ccc(Cl)cc2)c1N	-3	-7	.	-2	1	-11	-3.4	3	3	-1.1
O=C1COc2ccc(C(=O)NCc3ccc4c(c3)OCO4)cc2N1	0	38	.	-2	-6	-8	-1.7	-6	-11	-0.9
COC(=O)c1cn(NC(=O)c2ccc3c(c2)OCO3)c(=O)c2ccccc12	-2	-12	4	-2	-3	-10	-0.7	6	-4	-1.5
CC(C(=O)Nc1ccccc1)N(C)CCOc1ccc(Br)cc1 (centres undefined)	-4	7	-3	2	1	0	0.7	-7	3	-3.6
O=C(COC(=O)Cc1c(F)cccc1Cl)Nc1nnc(-c2ccccc2)o1	1	4	-2	1	-3	-6	-0.7	-1	-8	-2.9
Cc1ccc(S(=O)(=O)NC(=O)Nc2ccc(F)c(F)c2)cc1	-2	17	7	-7	1	13	0.7	-3	-25	-0.3
O=C(O)CCc1nn2c3ccccc3n(CC(=O)c3ccccc3)c2nc1=O	-1	12	-3	-2	2	1	-1.8	8	-10	-0.7
CC(C)(C)C1CCC2(CC1)CC(=O)c1ccccc1O2 (centres undefined)	-7	37	-22	3	2	8	-0.2	6	-3	-0.1
CCc1nc(NCc2ccco2)c2oc3ccccc3c2n1	-4	-5	-4	1	-1	6	-0.1	-4	9	-0.8
CC1(C)N=C(N)N=C(N)N1c1cccc(C#N)c1	0	5	1	1	-2	-2	1.3	-16	-3	0.4
COc1ccc(CCNC(=O)C2CCN(S(C)(=O)=O)CC2)cc1OC	1	13	1	-10	-5	2	0.5	3	-5	-1.9
CN1C(=O)/C(=N\OC(=O)c2cccc3ccccc23)c2ccccc21	7	-1	-1	1	4	-7	-2.6	-13	-2	-2.7

(cont.)
SMILES	DAGLB inhibitor	SR-BI uptake up	CAL PDZ FP-1	RTF Ca sens act	Keap1-Nrf2 PPI	PKA-R2B act	LANA DNA inh	RTF Ca sens inh	Rtt109 Vps75	CAL PDZ FP-2
CN(C)c1ccc(C2CC(=O)OC3=C2C(=O)CC(C)(C)C3)cc1 (centres undefined)	-3	68*	2	2	2	-10	3.6	-3	4	-0.6
Cc1cc(C(=O)OCC(=O)NC2CC2)c2ccccc2n1	-3	-7	-5	0	3	-5	-0.1	2	-14	-0.3
O=C(/C=C/c1ccccc1)NCC(=O)N/N=C\c1cccnc1	-2	7	-2	-9	-3	2	0.8	-3	36	-2.1
Cc1ccc(-c2c3c(=O)n(C)c(=O)n(C)c3cn2N2CCOCC2)cc1	-1	.	-1	6	5	7	-1.6	1	-35	0.3
COc1cccc(NC(=O)CN(C2=NC3CS(=O)(=O)CC3S2)c2cccc(C)c2)c1 (centres undefined)	-4	-11	.	5	-9	-8	2.5	-3	-1	-1.4
N#C/C(=C\c1ccc(O)c(O)c1)C(=O)N1CCCC1	0	10	.	7	-3	11	1.8	-3	9	0.4
COC(=O)c1ccc(Oc2ccc(S(=O)(=O)N3CCCCC3)cc2N)cc1	-1	4	-1	-1	-1	-5	-0.4	-1	-13	-0.8
CC12CCC(C(=O)N(CC3CO3)C1=O)C2(C)C (centres undefined)	1	23	6	-2	-1	2	3.0	-9	-4	0.2
O=C(OCC(=O)N1N=C(c2ccc(Cl)cc2)CC1c1ccco1)c1ccco1 (centres undefined)	-2	-6	0	4	-6	-16	1.0	-3	1	0.3
CCCOc1nc2c(c(=O)n(C)c(=O)n2C)n1C	1	-4	0	2	-4	-6	0.9	-7	-3	-0.6
Cc1cc(-c2ccccc2)n(-c2ccc(C(=O)N3CCN(c4ncccn4)CC3)cc2)n1	-3	-56	-1	3	4	0	0.2	-9	1	-1.4
CCN1/C(=C/c2ccc3cccc(C)c3[n+]2CC)Sc2ccccc21	-19	-29	.	14	-23	-8	-52	-68	34	5.8
CC1CCCCN1S(=O)(=O)c1ccc([N+](=O)[O-])cc1 (centres undefined)	-3	20	-3	-10	-1	-6	0.9	-1	0	0.2
COc1ccc(-c2noc(CCC(=O)N3CCN(Cc4ccccc4)CC3)n2)cc1	-1	-2	.	-6	1	4	-1.7	0	-8	-0.8
CCOC(=O)c1snc(C(=O)NC2CCCCC2)c1N	-11	-10	-4	2	-2	-1	-1.1	-6	-3	.
CCOC(=O)C1=C(C)NC(C)=C(C(=O)OCCNC(=O)c2cccnc2)C1c1cccc([N+](=O)[O-])c1 (centres undefined)	-1	1	-3	-2	-4	-13	0.3	-3	-3	-0.5
COC(=O)[C@]1(Cc2ccccc2)N[C@H](CN(C)C(=O)C2CCCCC2)[C@@H]2C(=O)N(Cc3ccccc3)C(=O)[C@@H]21	-2	-25	-12	-2	-5	-3	-2.4	-4	10	-0.4
CCOc1c(N2CC(C)OC(C)C2)c(=O)c1=O (centres undefined)	0	2	-2	-1	-4	-3	-0.3	-2	-8	0.6
CC1(C(=O)OCC(=O)Nc2ccc(S(=O)(=O)N3CCOCC3)cc2)CC1(Cl)Cl (centres undefined)	-4	27	-2	2	-4	2	-1.7	4	-6	-0.5
Cc1ccc(C(=O)NCCN2CCOCC2)cc1S(=O)(=O)N1CCCCC1	-1	8	0	0	0	-1	1.1	-1	7	-1.5
O=C(c1ccc(S(=O)(=O)NCc2ccco2)cc1)N1CCN(Cc2ccc3c(c2)OCO3)CC1	-1	-71	0	-1	-1	2	14	-5	0	-0.2
Cc1cc(NC(=O)CCCn2cnc([N+](=O)[O-])n2)no1	2	40	-7	2	2	-6	1.5	4	-9	-1.2
Clc1ccc(-n2cnc3c(Cl)ncnc32)cc1Cl	1	8	-3	11	-1	-1	-0.4	1	3	-1.4
CSCCC(NC(N)=O)C(=O)NCC1CCCCC1 (centres undefined)	5	37	.	-1	-6	-2	-0.1	-4	-4	0.1
CCOC(=O)/C(=C\c1ccc(OC(F)F)cc1)C1=Nn2c(nnc2-c2ccc(Cl)cc2)SC1	11	-89	-1	4	-2	-2	1.4	-4	19	-1.4

Additional records.
SMILES	DAGLB inhibitor	SR-BI uptake up	CAL PDZ FP-1	RTF Ca sens act	Keap1-Nrf2 PPI	PKA-R2B act	LANA DNA inh	RTF Ca sens inh	Rtt109 Vps75	CAL PDZ FP-2
c1ccc(N2CCN(c3nc(-c4cccs4)nc4ccccc34)CC2)cc1	-3	-53	0	-6	1	2	0.3	-10	-6	-2.4
CCOc1ccc(C(=O)Nc2nncs2)cc1OCC	-1	-17	-3	11	-4	7	2.4	-10	-4	-1.5
O=C(CCN1C(=O)c2ccccc2S1(=O)=O)N1CCN(c2cccc(Cl)c2)CC1	4	-11	-1	-1	3	-10	2.1	-1	2	-1.7
CC(C)(C)NC(=O)CN(C(=O)CS(=O)CC(=O)Nc1ccc(F)cc1)c1ccc(F)c(Cl)c1 (centres undefined)	-1	28	.	7	1	-6	-2.8	-5	1	-2.8
COc1ccc(NC(=O)CN(C)C(=O)CNC(=O)c2sc3ccccc3c2Cl)cc1	2	-37	.	3	1	-7	1.0	-5	2	-0.3
CC(C)(C)NC(=S)N/N=C/c1cccnc1	2	-2	-4	0	5	-2	-0.1	-3	6	0.1
CC(C)N(Cc1ccccc1)C(=O)COC(=O)c1ccc(S(=O)(=O)N2CCOCC2)cc1	-3	35	-3	8	-3	-4	-0.8	-2	-13	-0.1
CCN(CC)c1ccc(NC(=O)Nc2ccccc2C(F)(F)F)cc1	0	-9	-3	-6	-2	-5	-5.2	-5	12	-0.7
O=C(Cn1nc(-c2ccccc2)ccc1=O)NCC1COCCO1 (centres undefined)	-1	15	-2	-3	2	-2	-0.4	-3	7	-0.9
Cn1c(CO)cnc1SCc1ccc(Cl)cc1	2	9	-7	4	3	-8	1.8	-3	8	-0.7
O=C(NC1CCCCC1)C(Cc1ccccc1)NS(=O)(=O)c1cccs1 (centres undefined)	0	18	-1	3	-3	-10	1.2	8	.	-1.8
CC(=O)NNc1nc(-c2ccccc2)cs1	-1	-19	5	-3	-9	1	1.5	-3	-5	0.2
CC(C)c1ccccc1NC(=O)CSc1n[nH]c(=O)n1C1CC1	1	10	-1	1	-4	8	0.1	-11	-5	-0.3
Cc1nnc(SCC(=O)NNC(=O)c2ccccc2)n1Cc1ccccc1	2	15	10	0	1	-11	0.3	-2	2	0.0
Cc1ccccc1C(=O)c1cccn1CC(=O)NC(C)c1ccccc1 (centres undefined)	-2	10	-1	6	-5	-4	0.7	-7	-2	-1.2
CN(C(=O)Cn1c(=O)oc2ccccc21)C1CCCCC1	2	-9	.	5	3	-4	-0.8	1	-8	0.9

Rows are unselected. About 1.6% of those tested had a hit in this group.
